Screens as filed in PubChem.
rCAG binder = molecules binding r(CAG) RNA repeats | r(CAG) RNA repeat, TO-PRO-1 dye displacement fluorescence | inhibition, % at 3 µM | actives 1.3% (n = 370,000) | AID 651821;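 active means inhibition above the plate cutoff, the mean of all test compounds on that plate plus 3 SD, cut at about 35% in these data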;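 further: 0% = DMSO alone and 100% = 100 µM mitoxantrone as full dye displacement; higher means more dye released from RNA so lower well fluorescence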
SIAE inh = human SIAE inhibition, primary screen | inhibition, % at 9.66 µM | Q9HAT2 | actives 0.69% (n = 370,000) | SIAE FP-Rh probe binding, fluorescence polarization | AID 1053197;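 active means inhibition above a cutoff: mean of compounds within the control limits plus 3 SD of those, cut at about 17% in these data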;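 further: 0% = plate median of compound wells and 100% = probe without SIAE protein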
Target sequence (Q9HAT2 whole entry, looked up): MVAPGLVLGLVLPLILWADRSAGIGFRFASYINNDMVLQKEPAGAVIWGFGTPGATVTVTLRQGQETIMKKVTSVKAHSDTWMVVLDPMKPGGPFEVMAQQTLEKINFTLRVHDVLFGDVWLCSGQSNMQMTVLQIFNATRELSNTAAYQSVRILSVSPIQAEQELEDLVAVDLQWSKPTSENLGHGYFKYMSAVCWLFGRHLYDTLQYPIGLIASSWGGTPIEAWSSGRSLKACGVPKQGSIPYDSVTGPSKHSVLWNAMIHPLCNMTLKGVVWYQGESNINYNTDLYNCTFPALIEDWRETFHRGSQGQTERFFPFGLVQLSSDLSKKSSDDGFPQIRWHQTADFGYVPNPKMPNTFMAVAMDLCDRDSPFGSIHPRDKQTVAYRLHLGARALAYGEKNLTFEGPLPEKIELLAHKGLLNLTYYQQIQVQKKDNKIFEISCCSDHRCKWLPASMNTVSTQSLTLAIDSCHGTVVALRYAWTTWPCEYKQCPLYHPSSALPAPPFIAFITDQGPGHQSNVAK
LEDGF integ inh = blocks HIV-1 LEDGF/p75-dependent DNA integration; TR-FRET IN-LEDGF/p75 DNA integration, Eu/Cy5; inhibition, % at 3.7 µM; actives 0.64% (n = 370,000); AID 743269;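 active means inhibition above the screen-wide mean plus 3 SD, cut at about 13% in these data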;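 further: signal is the Cy5 over europium emission ratio at 671 and 618 nm; 0% = plate median of compound wells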
PRMT1 FP inh = inhibitors of human PRMT1 | recombinant PRMT1, activity-based probe fluorescence polarization | AID 652257 | actives 1.3% (n = 370,000) | inhibition, % at 2.79 µM | Q99873;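 active means inhibition above about 21% made by adding two undisclosed values, limit read from the data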
TCR-CD3 inh = inhibitors of human TCR-CD3 interaction. actives 0.37% (n = 360,000). inhibition, % at 9.4 µM. TAMRA-labeled TCR probe fluorescence, biochemical; in the data active means inhibition above about 19%;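 further: recombinant mutant TCR 2C K166C tagged with TAMRA read by polarization; 0% = receptor in buffer alone and 100% = receptor with positive control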
ABHD4 inh = inhibitors of mouse ABHD4; purified mABHD4, FP-Rh probe fluorescence polarization; inhibition, % at 8.92 µM; actives 0.54% (n = 370,000); AID 720543;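 active means inhibition exceeding the mean over every tested compound plus 3 SD, cut at about 30% in these data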;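 further: 0% = plate median of compound wells and 100% = S159A mutant with DMSO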
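Assay system: wild-type mouse ABHD4 protein; compound: single nominal dose of 8.92 µM, 0.89% DMSO final; schedule: 45 min + 60 min at 25 °C; measured by: FP readout, ex 525 nm / em 598 nm; evaluation: % inhibition of FP-Rh probe binding versus controls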
GC-B act = GC-B (human) receptor activation | activation, % at 10 µM | actives 0.11% (n = 370,000) | HEK293-GC-B cells, CNP EC30, cGMP TR-FRET; 0% at EC30 CNP, 100% saturating CNP;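 active means activation at 10 µM reaching about 35% in either raw or pattern-adjusted values, limit read from the data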
TDP2 inh = blocks human TDP2 phosphodiesterase activity; O95551; recombinant TDP2, T5PNP hydrolysis, p-nitrophenol absorbance 415 nm; inhibition, % at 12.8 µM; actives 0.34% (n = 370,000);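 active means inhibition above the mean of all tested compounds plus 3 SD, set per campaign, cut at about 25% in these data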;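 further: 0% = DMSO with enzyme and 100% = buffer with substrate but no TDP2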
Target sequence (O95551 whole entry, looked up): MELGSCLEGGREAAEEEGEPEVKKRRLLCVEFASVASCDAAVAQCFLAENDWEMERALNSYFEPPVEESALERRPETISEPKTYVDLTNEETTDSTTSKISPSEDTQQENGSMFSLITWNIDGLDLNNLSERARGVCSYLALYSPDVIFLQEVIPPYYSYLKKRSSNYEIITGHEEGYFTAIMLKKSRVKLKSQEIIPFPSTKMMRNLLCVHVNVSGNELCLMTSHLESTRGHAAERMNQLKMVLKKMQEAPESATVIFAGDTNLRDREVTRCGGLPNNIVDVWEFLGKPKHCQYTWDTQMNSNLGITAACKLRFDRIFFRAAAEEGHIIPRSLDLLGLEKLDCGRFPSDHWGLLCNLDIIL
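Incubation: 2 h at 37 °C; Test system: recombinant human TDP2; Quantity: enzyme 120 nM; Read-out basis: percent inhibition; Medium: 50 mM Tris-HCl pH 7.5 with Mg2+, KCl, DTT, BSA; Repeats: single replicate; Compound: 12.8 µM single point, 1% DMSO; Signal: epi absorbance; Reagent: 5 mM T5PNP chromogenic substrate; Benchmarks: no-enzyme high, DMSO-plus-enzyme low.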
HTRA1 inhibitor = blocks human HTRA1 serine peptidase; recombinant HTRA1, FP-rhodamine activity-based probe, fluorescence polarization; inhibition, % at 5.96 µM; AID 504803; actives 0.5% (n = 340,000); in the data active means inhibition above about 36%;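 further: 0% = enzyme with DMSO and 100% = wells lacking enzyme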
MBD2 inh = blocks human MBD2 binding to methylated DNA; TR-FRET, MBD2 binding to methylated oligonucleotide; inhibition, % at 4.4 µM; actives 0.31% (n = 370,000); AID 686964; in the data active means inhibition above about 13%
* hit, by the source's call; x = not tested or not shown.

SMILES | rCAG binder | SIAE inh | LEDGF integ inh | PRMT1 FP inh | TCR-CD3 inh | ABHD4 inh | GC-B act | TDP2 inh | HTRA1 inhibitor | MBD2 inh
CCC(C)c1ccccc1NC(=O)C(C)Sc1n[nH]c(N)n1 (stereo unspecified) | 2 | 6 | -1 | -3 | 12 | 3 | -1 | 10 | 8 | -3
Cc1ccc2c(C)nc(Nc3nc(CSc4nc5ccccc5s4)cc(=O)[nH]3)nc2c1 | 2 | -7 | 2 | -1 | 0 | 1 | 12 | 7 | -13 | 4
CCOc1ccc(CCNC(=O)CCn2ccc3cc(S(=O)(=O)N4CCCC4)ccc32)cc1 | -1 | -3 | 2 | -3 | -1 | -8 | 3 | -14 | 6 | -6
O=C(O)CCc1nc2ccccc2n(CCc2ccccc2)c1=O | 4 | -17 | -3 | 1 | -11 | -2 | -5 | 7 | -6 | 0
CCc1cccc(C)c1NC(=O)CN(C)C1=NS(=O)(=O)c2ccccc21 | 1 | 1 | 2 | 0 | -3 | -3 | -3 | -14 | -2 | 0
CNC(=O)NC(=O)C(C)OC(=O)c1oc2ccccc2c1CSc1ccc(Cl)cc1 (stereo unspecified) | 2 | 4 | 1 | 1 | 3 | -7 | -12 | -4 | -5 | 0
CN1CCN(C2CCN(Cc3ccc(O)c4ncccc34)CC2)CC1 | 4 | 2 | -12 | 3 | -1 | -3 | 1 | -5 | 15 | 3
CC(Oc1ccc(Cl)cc1)/C(N)=N/O (stereo unspecified) | 0 | -9 | 3 | -2 | 3 | -6 | 0 | -18 | -3 | 3
c1ccc(-c2oc3ncnc(NCCN4CCOCC4)c3c2-c2ccccc2)cc1 | -6 | -1 | -1 | -2 | 5 | 2 | -3 | -14 | -24 | -3
CCCCN1C(=O)C(CC(=O)NCc2cccc3ccccc23)CC(C(=O)N(C)C)=C1C (stereo unspecified) | 2 | -4 | 4 | 2 | 3 | 3 | -2 | -1 | -1 | 3

Overlap with the part before: six entries, followed by the next part.
SMILES | rCAG binder | SIAE inh | LEDGF integ inh | PRMT1 FP inh | TCR-CD3 inh | ABHD4 inh | GC-B act | TDP2 inh | HTRA1 inhibitor | MBD2 inh
CCc1cccc(C)c1NC(=O)CN(C)C1=NS(=O)(=O)c2ccccc21 | 1 | 1 | 2 | 0 | -3 | -3 | -3 | -14 | -2 | 0
CNC(=O)NC(=O)C(C)OC(=O)c1oc2ccccc2c1CSc1ccc(Cl)cc1 (stereo unspecified) | 2 | 4 | 1 | 1 | 3 | -7 | -12 | -4 | -5 | 0
CN1CCN(C2CCN(Cc3ccc(O)c4ncccc34)CC2)CC1 | 4 | 2 | -12 | 3 | -1 | -3 | 1 | -5 | 15 | 3
CC(Oc1ccc(Cl)cc1)/C(N)=N/O (stereo unspecified) | 0 | -9 | 3 | -2 | 3 | -6 | 0 | -18 | -3 | 3
c1ccc(-c2oc3ncnc(NCCN4CCOCC4)c3c2-c2ccccc2)cc1 | -6 | -1 | -1 | -2 | 5 | 2 | -3 | -14 | -24 | -3
CCCCN1C(=O)C(CC(=O)NCc2cccc3ccccc23)CC(C(=O)N(C)C)=C1C (stereo unspecified) | 2 | -4 | 4 | 2 | 3 | 3 | -2 | -1 | -1 | 3
CCN(CC)CCC(c1cc(OC)c(OC)c(OC)c1)c1c(OC)cc(OC)c2c(-c3ccccc3)cc(=O)oc12 (stereo unspecified) | 1 | 1 | 2 | -1 | 5 | 8 | -7 | 0 | -3 | -3
COc1cccc(C(c2sc3nc(C)nn3c2O)N2CCc3ccccc3C2)c1 (stereo unspecified) | 2 | 11 | -2 | 7 | 1 | 2 | 1 | -8 | 2 | -1
CCOC(=O)c1c(C)[nH]c(C(=O)N(C)Cc2cccc(OC)c2OC)c1C | -9 | -1 | -1 | 1 | -1 | 0 | 0 | -3 | -5 | 6
CSc1ccccc1OCc1cc(C(=O)NCCn2nc(C)cc2C)no1 | -2 | 2 | 2 | -3 | 4 | -4 | 4 | 2 | -13 | -3
CC(=O)c1ccc(S(=O)(=O)N2CCN(C(=O)CSc3ccc(F)cc3)CC2)cc1 | 2 | -2 | -2 | -1 | 2 | -1 | -2 | 7 | 2 | 3
CC(=O)Nc1cc(-c2cccc(CO)c2)cn2c(-c3ccc(F)cc3)cnc12 | 3 | -10 | 1 | -6 | -3 | -2 | 2 | 6 | x | 1
Nc1nc2ccc(Cl)cc2[nH]1 | 3 | -5 | -2 | 9 | -1 | -4 | 1 | -3 | 3 | 1
Cc1ccc(NNC(=O)C(=O)N2CCCCC2)cc1 | -3 | -6 | -1 | 0 | 1 | 2 | 1 | -2 | 0 | 1
COc1ccc(OCC(O)CN2CCOCC2)cc1 (stereo unspecified) | 7 | -7 | 1 | -4 | 2 | -4 | 4 | 4 | -4 | -3
COc1ccc(-n2c(C)nc3sc4c(c3c2=O)CCC4)cc1 | 1 | -3 | -1 | -2 | -4 | 6 | -1 | -6 | x | 0

Single records, from the list above.
Cc1ccc(NNC(=O)C(=O)N2CCCCC2)cc1 reads rCAG binder = -3; SIAE inh = -6; LEDGF integ inh = -1; PRMT1 FP inh = 0; TCR-CD3 inh = 1; ABHD4 inh = 2; GC-B act = 1; TDP2 inh = -2; HTRA1 inhibitor = 0; MBD2 inh = 1
COc1cccc(C(c2sc3nc(C)nn3c2O)N2CCc3ccccc3C2)c1 (stereo unspecified) reads rCAG binder = 2; SIAE inh = 11; LEDGF integ inh = -2; PRMT1 FP inh = 7; TCR-CD3 inh = 1; ABHD4 inh = 2; GC-B act = 1; TDP2 inh = -8; HTRA1 inhibitor = 2; MBD2 inh = -1

Later entries:
SMILES | rCAG binder | SIAE inh | LEDGF integ inh | PRMT1 FP inh | TCR-CD3 inh | ABHD4 inh | GC-B act | TDP2 inh | HTRA1 inhibitor | MBD2 inh
CCOc1ccc(NC(=O)c2sc3nc(N4CCOCC4)c4c(c3c2N)CCCC4)cc1 | 4 | 9 | 0 | 17 | 14 | -3 | 16 | 3 | -17 | 2
COc1cccc(CNC(=O)CN(C)S(=O)(=O)c2ccc3c(c2)CC(C)N3C(C)=O)c1 (stereo unspecified) | -3 | 7 | 1 | -2 | -3 | 3 | 2 | 11 | -1 | -3
COc1cccc(C(=O)NCC(=O)NNc2ncnc(N)c2[N+](=O)[O-])c1 | 7 | -4 | 1 | 3 | -1 | 10 | 2 | 8 | 3 | -8
COc1cccc(C(=O)NCCCN2CCN(CCCNC(=O)c3cccc(OC)c3)CC2)c1 | 0 | 2 | -3 | 1 | -4 | 0 | -3 | 3 | -3 | 1
Cc1nc2c(C(=O)N3CCN(c4ccccn4)CC3)cnn2c(C)c1Cc1cccc(Cl)c1 | -3 | -5 | -7 | 6 | -8 | 26 | 0 | -18 | -9 | 7
CN(C(=O)CCN1C(=O)c2ccccc2C1=O)C1CCCCC1 | -2 | -2 | 2 | 0 | 1 | 8 | 0 | -1 | -5 | 2
N/C(=N\OC(=O)c1cc(-c2ccccc2)nc2ccccc12)c1cccnc1 | 2 | 4 | -2 | 1 | 8 | -5 | -6 | 10 | 4 | 2
COc1ccc(COc2ccccc2C(=O)Nc2ccccn2)cc1[N+](=O)[O-] | -1 | -7 | 2 | -1 | 4 | 3 | -1 | -13 | 2 | 0
Clc1ccc(-c2nnc(-c3ccccc3)o2)cn1 | 0 | 1 | 3 | -1 | 3 | 4 | 0 | -9 | -2 | 0
CCOc1cc(-c2c(C)c(C)nc(N)c2C#N)ccc1O | -3 | -3 | -1 | 0 | -10 | 6 | 14 | 1 | 3 | 3
Cc1ccc2nc(SC(C(=O)c3ccccc3)c3ccccc3)nc(C)c2c1 (stereo unspecified) | 0 | -8 | 1 | -2 | 2 | -1 | 1 | -5 | -2 | 3
Cn1c(CN2CCCC(C(=O)c3ccc4c(c3)OCO4)C2)nc2ccccc21 (stereo unspecified) | -1 | 5 | 9 | 3 | -2 | -8 | -5 | 7 | 0 | -3
CC(C)(C)C(=O)Nc1sc2c(c1C#N)CCN(Cc1ccccc1)C2 | 6 | -2 | 2 | -1 | -1 | -14 | -11 | 1 | -16 | 2
COc1cc(/C=C(\C#N)C(=O)Nc2ccc3ccccc3c2)c([N+](=O)[O-])cc1OC | 5 | -1 | 0 | 2 | 9 | 10 | -4 | -2 | 0 | -3
O=c1cc(-c2ccccc2Cl)oc2c(NS(=O)(=O)c3ccccc3C(F)(F)F)ccc(O)c12 | 20 | -12 | -1 | 2 | -1 | -1 | -4 | -9 | -44 | 4
CS(=O)(=O)c1ccc(Cl)c(NC(=O)c2cc(=O)[nH]c3ccc(S(=O)(=O)N4CCOCC4)cc23)c1 | 5 | 8 | 0 | -3 | 2 | -4 | 0 | 5 | 1 | -3
COCCN(Cc1ccccc1)C(=O)c1c(C)nn(-c2ccccc2)c1C | -7 | -3 | 3 | -1 | 1 | -5 | -3 | 11 | 6 | -1
Cc1cc(Cl)ccc1OC(C)C(=O)Nc1ccc(S(=O)(=O)N2CCOCC2)cc1 (stereo unspecified) | 2 | -14 | -3 | 2 | 8 | -19 | 4 | -11 | -15 | -5
O=C(C1CCN(S(=O)(=O)c2ccccc2F)CC1)N1CCc2ccccc21 | 3 | -13 | -2 | 2 | 1 | 1 | -3 | 3 | -1 | 0
Cc1ccc(NC(=O)Nc2nnc(Cc3ccc(F)cc3)s2)cc1 | 23 | 0 | 0 | 0 | 5 | 5 | 9 | 5 | -5 | 3
NC(N)=Nc1nc(C2COc3ccccc3O2)cs1 (stereo unspecified) | 9 | -1 | -1 | 1 | 0 | 15 | -3 | -4 | -3 | 1
O=C(CCc1ccccc1)Nc1cc(C(=O)O)cc(C(=O)O)c1 | -2 | -5 | -2 | 1 | -3 | 0 | 4 | -2 | -1 | -2
O=C(N/N=C/c1ccccn1)c1cc(-c2ccc(Br)s2)[nH]n1 | 13 | -12 | 8 | -5 | -5 | -36 | 0 | -8 | 4 | -7
Cn1c(=O)c(C(=O)COc2ccc(C#N)cc2)c(N)n(Cc2ccccc2)c1=O | 5 | -8 | -3 | -2 | 2 | 1 | -2 | 20 | 3 | -2
COc1ccc(C(=O)NC2=NCCS2)cc1S(=O)(=O)N1CCOCC1 | 2 | -5 | -2 | 5 | 1 | 4 | 3 | 0 | 7 | 3
CC1CCN(S(=O)(=O)c2cc(C(=O)N3CCN(c4ccccc4)CC3)ccc2Br)CC1 | 11 | 3 | 3 | -2 | 4 | -24 | 3 | -8 | -8 | -2
NNC(=O)c1snnc1-c1ccccc1 | 6 | 16 | 3 | -1 | 5 | -1 | -2 | 1 | 10 | -3

These rows are one share of the data; count on the stated rates, not on these rows.
